Source: PubChem (Broad Institute)
ERp5 block = ERp5 (human) disulfide isomerase inhibition | inhibition, % at 9.99 µM | ERp5 insulin aggregation, absorbance 650 nm, 90 min | Q15084 | hit rate 0.05% among 350,000;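 active = mean replicate inhibition above about 25%, with every replicate also reaching it, limit read from the data, passing the limit was not always enough; inconclusive = only one of those two criteria met; inactive = neither criterion met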
Target sequence (Q15084 whole entry, looked up): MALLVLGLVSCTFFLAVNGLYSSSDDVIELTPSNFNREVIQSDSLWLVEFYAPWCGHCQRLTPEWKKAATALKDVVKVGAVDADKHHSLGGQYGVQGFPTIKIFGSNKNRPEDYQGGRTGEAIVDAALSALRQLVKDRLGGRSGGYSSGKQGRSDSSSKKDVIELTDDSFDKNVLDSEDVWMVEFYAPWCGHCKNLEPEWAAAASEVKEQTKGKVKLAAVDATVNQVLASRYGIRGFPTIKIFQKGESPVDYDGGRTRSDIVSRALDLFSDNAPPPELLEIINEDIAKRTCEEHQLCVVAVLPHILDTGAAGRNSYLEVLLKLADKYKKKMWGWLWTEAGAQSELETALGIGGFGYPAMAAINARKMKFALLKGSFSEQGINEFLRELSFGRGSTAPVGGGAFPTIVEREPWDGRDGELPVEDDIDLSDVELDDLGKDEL
ARNT-TACC3 inh = disrupts binding between human ARNT and TACC3; Q9Y6A5; AlphaScreen His-ARNT PAS-B/GST-TACC3 binding, luminescence; TACC3 fragment carries E629A point mutation; inhibition, % at 9.99 µM; hit rate 0.66% among 390,000; AID 623870;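 active = mean inhibition of replicates at least 50% and at least half of replicates each reaching 50%; inconclusive = half or more replicates reach 50% but mean below 50%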;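 note: 0% = complete ARNT plus TACC3 wells and 100% = ARNT alone without TACC3; many hits fall short of the cut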
PAX8 reporter = inhibitors of PAX8 transcriptional activity in RMG-I cells. hit rate 1.2% among 360,000. AID 652154. RMG-I TPO-luciferase reporter, SteadyGlo, 24 h. inhibition, % at 12.6 µM;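 active = mean replicate inhibition at least 60% with every replicate also reaching 60%; inconclusive = only one of the two criteria is met; inactive = mean below 60% and not all replicates reaching 60%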;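 note: luciferase light reporting Pax8 driven TPO promoter activity; plate controls were median of neutral control wells for no effect and mitoxantrone controls for full effect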
Xi reactivation = reactivates the inactive X chromosome in mouse fibroblasts. XiGFP mouse fibroblasts, % GFP-positive cells imaging, 3 d; cells co-treated with 5-aza-dC sensitizer; scaled so ellipticine positive control = 100%. AID 743238. hit rate 0.055% among 360,000. activation, % at 7.58 µM;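 active = mean normalized replicate activation at least 10% and every replicate at or above 10%; inconclusive = only one of the two criteria met; inactive = mean below 10% and not all replicates reach 10%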;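 note: 0% = median of on-plate neutral control wells and 100% = ellipticine 6 µM median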
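Assay system: SV40-immortalized XiGFP fibroblast cells, line 68-5-11; buffer or medium: DMEM plus 5-aza-dC sensitizer; compound: one concentration, pinned; timing: compounds 3 days, fix/stain 15 min at room temperature; benchmarks: positive control ellipticine, 6 µM final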
CFTR F508del cor = CFTR F508del correction in bronchial cells; CFBE cells, YFP halide quenching; stimulated with forskolin plus potentiator P3; % fluorescence drop versus neutral controls; activity (quench increase), % at 7.58 µM; hit rate 0.36% among 350,000; AID 720511;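 active = mean added fluorescence quench of at least 8% versus neutral control, with both replicates also reaching 8%; inconclusive = only one of the mean or replicate conditions met; inactive = mean below 8% and not both replicates reaching 8%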;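 note: cells transiently co-express mutant CFTR-F508del with the halide-sensitive YFP; corrector assay measuring rescue of mutant channel to the surface after 24 h compound exposure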
EWS-Fli block = EWS/Fli transcriptional activity inhibition; hit rate 0.67% among 350,000; AID 651661; A673 NR0B1-luciferase reporter, viability-normalised; inhibition, % at 12.6 µM;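 active = mean inhibition of at least 50% after viability correction, with every replicate also passing that limit; inconclusive = mean reaches 50% but only one of two replicates passes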;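 note: firefly luciferase signal divided by Alamar Blue viability fluorescence both relative to DMSO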
GSIS activator = primary screen for activators of insulin secretion dependent on glucose, INS-1E cells, GLuc reporter luminescence; AID 743287; hit rate 0.61% among 370,000; activation, % at 16.6 µM; INS-1E GLuc reporter insulin secretion, 2-3 h;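 active = lowest replicate activation of at least 40%, so every replicate reaches that level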;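 note: 0% = median of neutral control wells and 100% = median of IBMX positive control wells; some compounds called inactive have numbers as strong as hits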
DENV2 CPE rescue = inhibitors of DENV2 cytopathic effect; DENV2-infected cells, cytopathic effect rescue, plate reader; CPE inhibition, % at 9.99 µM; hit rate 1.7% among 350,000; AID 651640; in the data active = CPE inhibition above about 20%, passing the limit was not always enough; inconclusive = no clear call, values can overlap the other calls; tested in BHK-21 cells;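 note: 0% = median of neutral control wells and 100% = median of positive control wells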
* hit, by the source's call; ? = inconclusive; · = no result given; & = joins results of further samples.

Each structure is followed by: ERp5 block	ARNT-TACC3 inh	PAX8 reporter	Xi reactivation	CFTR F508del cor	EWS-Fli block	GSIS activator	DENV2 CPE rescue
C/C(=N\O)c1ccc(Cl)cc1Cl
    7.0	-7.1	4.4	0.3	0.4	11.5	12.2	13.1
Cc1ncc(CN2CCC(C(=O)Nc3ccc(-n4cccn4)cc3)CC2)s1
    1.5	-3.5	·	0.4	-2.3	-3.3	-2.8	4.8
Cc1cccc(C)c1NC(=O)C1(C)CSCC(=O)N1CCCn1ccnc1 (stereo not drawn)
    -4.5	·	-21.4	0.0	1.9	-2.0	-4.7	13.4
Cc1noc(C)c1S(=O)(=O)N(C)C[C@@H]1OCCCC[C@H](C)Oc2ccc(NC(=O)Nc3ccc(C(F)(F)F)cc3)cc2C(=O)N([C@H](C)CO)C[C@@H]1C
    0.0	0.2	·	-0.1	2.1	6.4	13.4	4.7
CC(=O)c1cc2c(cc1N/C(=N/S(=O)(=O)c1ccc(C)cc1)c1ccc(Cl)cc1)OCO2
    ·	2.4	19.0	0.0	·	·	13.2	·
CCCN1C(=O)c2cc(C(=O)Nc3cccc(C(C)=O)c3)ccc2C1Nc1cccc(C(C)=O)c1 (stereo not drawn)
    4.8	-5.4	15.8	-0.1	0.1	10.2	-9.2	-1.8
Cc1noc(C)c1S(=O)(=O)Nc1ccc2c(c1)C(=O)N([C@@H](C)CO)C[C@@H](C)[C@H](CN(C)Cc1ccccc1)OCCCC[C@H](C)O2
    -1.0	10.7	5.4	0.1	-0.4	5.3	-1.5	0.6
CC(C)c1ccc(NC(=O)c2ccccc2NC(=O)C2CCCCC2C(=O)O)cc1 (stereo not drawn)
    2.4	-12.3	-145.2	0.0	-2.1	-41.3	-10.3	-8.6
CC1(C)CC(=O)c2c(S(C)(=O)=O)sc(Br)c2C1
    7.6	-1.0	-3.4	0.3	-1.2	15.7	·	2.2
CCOCCCNCc1cc(Cl)ccc1OCC
    -3.8	-0.4	-99.4	0.1	2.4	3.4	10.3	0.1
CCCCN(C(=O)c1cc(S(=O)(=O)N2CCOCC2)ccc1F)c1c(N)n(CCCC)c(=O)[nH]c1=O
    -4.6	-2.8	-12.1	0.4	-0.8	-1.7	11.5	3.4
COC(=O)C1CC(O)CN1S(=O)(=O)c1ccc2ccccc2c1 (stereo not drawn)
    -4.3	-3.7	-7.9	-0.1	-0.9	-1.9	18.4	1.5
O=C(Nc1ccccc1)ON=C1c2ccccc2-c2ccccc21
    1.9	5.5	·	·	-0.4	-13.9	-2.7	-0.8
COc1ccccc1NC(=O)N[C@H]1CC[C@@H](CCNS(=O)(=O)c2ccc(F)cc2)O[C@H]1CO
    2.7	-2.2	6.5	0.3	0.1	-2.6	3.2	2.2
CCOC(=O)C1=C[C@@H](C2CCCC2)N(S(=O)(=O)c2ccc([N+](=O)[O-])cc2)[C@H]1c1ccccc1
    -3.2	·	28.5	0.0	-1.1	3.3	1.4	10.5
O=C(COC(=O)C12CC3CC(CC(C3)C1)C2)NCc1ccccc1
    -6.3	-1.8	4.8	-0.1	-0.7	-0.8	6.1	-2.7
Cc1ncc([N+](=O)[O-])n1CC(=O)Nc1ccc(F)cc1
    2.6	-4.1	-17.0	0.2	2.2	-28.6	-7.3	-6.4
O=C(c1ccccc1)N1CCC2CCN(S(=O)(=O)c3ccccc3)CC21 (stereo not drawn)
    2.4	·	-18.6	0.0	0.7	-2.8	·	-3.9
CO[C@@H]1CC[C@H]2CCOc3ccc(C#N)cc3C(=O)N(C)C[C@H](C)C(=O)N(C)C[C@@H]1O2
    10.5	-3.7	-12.5	0.0	·	1.7	5.8	-7.1
CC(C)OC(=O)Nc1ccc2c(c1)N(C(=O)CCN1CCN(CCO)CC1)c1ccccc1CC2
    0.4	-6.1	-1.8	-0.3	-0.7	-8.0	5.0	?
COc1cc(NC(=O)COC(=O)CNC(=O)c2ccc(Cl)cc2)c(C)cc1[N+](=O)[O-]
    ·	-3.3	1.3	0.4	·	·	-8.8	·
COc1ccccc1-c1cnc2c(c1)C(=O)N([C@@H](C)CO)C[C@@H](C)[C@@H](CN(C)C(C)=O)O2
    3.3&1.5&7.9	-4.7&-2.8	-12.9	0.0&0.7	-0.3&-1.3&0.4	3.8&-2.2&-6.1	-2.5&-4.4	?
CCOCC(=O)Nc1cc([N+](=O)[O-])ccc1C
    ·	4.6	13.7	0.0	·	·	-9.2	·
COc1ccc2[nH]c(C(=O)N3CCN(c4ccccc4F)CC3)c(C)c2c1
    3.0	-1.2	-3.6	0.3	-0.5	1.0	-38.3	-0.1
CC1CCCN(C(=O)C2CCN(Cc3ccc4c(c3)OCO4)CC2)C1 (stereo not drawn)
    1.4	-7.3	-6.2	0.1	-0.9	-5.0	4.2	-1.9
N#C[C@@H]1[C@@H](c2ccc(-c3cccnc3)cc2)[C@H](CO)N1C(=O)C1CCC1
    -1.9	8.0	-8.8	0.1	0.8	-1.2	1.1	9.9
O=C(NCCCN1CCCC1=O)c1cn(-c2ccccc2)nc1-c1ccccc1
    -2.1	·	-22.8	0.1	-1.5	-5.7	2.7	-5.6
COc1ccc(CCN2CCCC(CN(C)Cc3cc(OC)c(OC)c(OC)c3)C2)cc1 (stereo not drawn)
    1.0	10.9	-1.7	0.2	-0.5	11.3	-8.5	-5.0
O=C(O)c1ccc(Sc2nnc3ccccn23)c([N+](=O)[O-])c1
    7.7	-1.8	-0.8	0.3	-0.9	-12.0	11.4	-3.7
C[C@@H]1CN([C@H](C)CO)C(=O)Cc2cc(NS(=O)(=O)c3cccs3)ccc2O[C@@H]1CN(C)Cc1ccc(C(=O)O)cc1
    -3.2	-5.3	7.5	0.2	2.2	0.4	0.0	8.5
O=C(CN(c1ccc(F)cc1)S(=O)(=O)c1ccccc1)NC1CC2CCC1C2 (stereo not drawn)
    -9.9	-15.4	12.0	0.0	-3.3	8.3	-25.5	-2.8
O=C(C1CC1)N1CCCCN2[C@H](CO)[C@H](c3ccc(C#CC4(O)CCCC4)cc3)[C@@H]2C1
    -0.2	-1.9	-14.7	·	-1.2	14.1	·	0.6
NNc1ncnc2sc3c(c12)CCC3
    1.2	16.5	16.2	0.2	0.9	-3.2	-4.2	9.1
CCCNS(=O)(=O)c1cccc(C(=O)NNC(=O)c2cc(C)oc2C)c1
    1.5	1.2	4.3	0.4	0.8	1.9	-4.0	-0.3
Cc1cc(S(=O)(=O)NC2CCCC2)ccc1-n1cnnn1
    9.3	4.4	3.5	0.5	-0.9	4.2	17.8	?
COc1ccccc1-c1ccc([C@H]2[C@H](CO)N3CCCCN(C(=O)c4ccncc4)C[C@@H]23)cc1
    -0.3	5.4	-28.6	0.0	-1.9	1.8	-7.3	-4.7
O=C(C1CCN(S(=O)(=O)c2cccc3cccnc23)CC1)N1CCN(Cc2ccccc2)CC1
    1.3	5.8	11.7	0.0	2.8	-3.8	-1.9	4.9
Cc1cccc(N2CCN(S(=O)(=O)c3ccc4c(c3)CC(=O)N4C)CC2)c1C
    -1.4	4.8	-19.6	0.3	-1.4	6.5	47.6	4.6
CCOc1ccc(OCCCC(=O)N(C)CC(=O)Nc2ccc(N3CCOCC3)cc2)cc1
    -0.1	-1.1	-7.0	0.4	1.0	-7.2	24.5	-9.7
Nc1cc(=O)n(Cc2ccco2)c(=S)[nH]1
    -1.2	·	-5.0	-0.1	-2.7	10.2	9.9	10.8
C[C@@H](N)C(=O)NC[C@H]1CC[C@H](C(=O)N[C@@H](Cc2ccccc2)C(=O)O)CC1
    2.2	-4.9	-4.8	0.2	1.4	-1.6	-1.6	3.5
CCc1nc2ccc(C(=O)NCc3ccc(OC)cc3)cn2c1N(CCC(C)C)CCN(C)C
    -7.4	·	0.7	0.0	-1.1	9.1	-19.2	-3.1
Cc1cc(C)c2oc(C(=O)Nc3ccc(S(=O)(=O)N4CCCC(C)C4)cc3)cc(=O)c2c1 (stereo not drawn)
    0.3	·	13.5	0.1	0.3	15.7	0.5	-5.1
C=C1[C@@H](CCO)N(S(=O)(=O)C(C)(C)C)C[C@@H]1C
    3.6	-5.3	-4.2	0.0	-1.4	-3.6	6.8	0.1
COc1ccc(NC(=O)Nc2ccc3c(c2)C(=O)N([C@H](C)CO)C[C@@H](C)[C@H](CN(C)S(=O)(=O)c2c(C)noc2C)OCCCC[C@@H](C)O3)cc1
    ·	-3.0	-7.2	0.1	0.0	9.8	-9.2	1.0
CCCCNC(=O)C1(C)CCCCN1C(=O)c1cccs1 (stereo not drawn)
    -7.3	·	·	0.3	-2.2	-3.4	9.5	-2.8
CC(C)C#Cc1ccc([C@H]2[C@H]3CN(C(=O)NC(C)C)CCCCN3[C@H]2CO)cc1
    ·	-5.5	-11.8	-0.1	-1.7	-15.8	-6.1	·
COc1ccccc1-c1cnc2c(c1)C(=O)N([C@H](C)CO)C[C@H](C)[C@@H](CN(C)C(=O)CN(C)C)O2
    8.8	-0.4	·	-1.4	2.1	-9.7	6.8	1.6
COc1ccccc1N1CCN(C(=O)CN(Cc2ccccc2)S(C)(=O)=O)CC1
    4.6	-2.6	·	·	0.4	7.5	-9.7	1.8
CCC(=O)N[C@H]1CC[C@H](CC(=O)OC)O[C@@H]1CO
    7.8	-14.1	-4.9	0.0	-0.8	-7.1	7.3	-4.9
C[C@H]1CN([C@@H](C)CO)C(=O)CCCn2cc(nn2)CO[C@@H]1CN(C)C(=O)C1CC1
    -4.6&3.8	-5.1	-3.7&4.0&2.3	0.1&3.1	-1.4&-3.0&-1.3	0.2&3.8&2.5	-8.7&-4.5	4.1&0.2
COc1cccc(OC)c1C(=O)NC(=S)Nc1ccc2c(c1)OCCO2
    -0.5	-4.9	-22.9	0.0	-1.2	6.8	11.9	-8.9
N#CCCCSc1nnc(-c2ccc(Cl)cc2)n1-c1ccccc1
    2.1	-1.2	·	·	-3.0	10.8	5.7	10.0

An excerpt taken from the entries so far, as a working copy:
Each structure is followed by: ERp5 block	ARNT-TACC3 inh	PAX8 reporter	Xi reactivation	CFTR F508del cor	EWS-Fli block	GSIS activator	DENV2 CPE rescue
COc1ccccc1-c1cnc2c(c1)C(=O)N([C@H](C)CO)C[C@H](C)[C@@H](CN(C)C(=O)CN(C)C)O2
    8.8	-0.4	·	-1.4	2.1	-9.7	6.8	1.6
COc1ccccc1N1CCN(C(=O)CN(Cc2ccccc2)S(C)(=O)=O)CC1
    4.6	-2.6	·	·	0.4	7.5	-9.7	1.8
CCC(=O)N[C@H]1CC[C@H](CC(=O)OC)O[C@@H]1CO
    7.8	-14.1	-4.9	0.0	-0.8	-7.1	7.3	-4.9
C[C@H]1CN([C@@H](C)CO)C(=O)CCCn2cc(nn2)CO[C@@H]1CN(C)C(=O)C1CC1
    -4.6&3.8	-5.1	-3.7&4.0&2.3	0.1&3.1	-1.4&-3.0&-1.3	0.2&3.8&2.5	-8.7&-4.5	4.1&0.2
COc1cccc(OC)c1C(=O)NC(=S)Nc1ccc2c(c1)OCCO2
    -0.5	-4.9	-22.9	0.0	-1.2	6.8	11.9	-8.9
N#CCCCSc1nnc(-c2ccc(Cl)cc2)n1-c1ccccc1
    2.1	-1.2	·	·	-3.0	10.8	5.7	10.0
